KinaseGlo FLuc = Kinase-Glo luciferase inhibition (counter-screen) | Kinase-Glo luciferase, ATP luminescence, 8 min | 200,000 compounds, 0.28% hits | Q27757 | Potency, µM (series often up to 38.3 µM), for the others: at the top dose activity change, negative = inhibition, hits mostly inhibitors; note: potency is the fitted concentration of half-maximal effect; % is set by controls: 0 for no effect and ±100 for the full control effect; nearly all actives have a fitted effect of over 60% in size
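Kinase-Glo luciferase light output from ATP and luciferin was measured with 10 uM ATP, within the enzyme's linear range. Buffer: 50 mM imidazole pH 7.2, 50 mM KCl, 7 mM MgCl2, 0.01% Tween 20, 0.05% BSA; luminescence read after 8 min at ambient temperature.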
Epigenetic derep = epigenetic control regulation, reporter derepression; murine LDR cells, GFP reporter derepression, 30 h; Potency, µM (highest dose often 53.9 µM), without a hit: at the top dose GFP activation, hits mostly activators; 280,000 compounds, 0.2% hits; AID 1865; note: potency is the fitted concentration of half-maximal effect; % of control where 0% means no effect; nearly all actives have a fitted effect of over 60% in size
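In this reporter-derepression format, murine cells bearing a silenced integrated CMV-GFP locus incubate with test compound (30 h, 37 C), then are washed and imaged; fluorescent objects of 20–120 um count as induced cells.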
HTT aggregate = mutant huntingtin aggregation inhibition | AID 1688 | 220,000 compounds, 1.1% hits | Potency, µM (doses to about 46.1 µM), for the others: at the highest dose activity change, negative = inhibition, actives largely listed as inhibitors | PC12 HttQ103-GFP aggregates, Acumen cytometry, 40 h; note: potency is the fitted concentration of half-maximal effect; % is set by controls: 0 for no effect and ±100 for the full control effect; nearly all actives have a fitted effect of over 60% in size
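Using laser scanning cytometry, GFP-positive aggregates were counted after lysis of PC12 cells induced with 100 nM tebufenozide to express HTT exon 1 Q103–GFP. Compounds were tested in titration.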
NPSR antagonist = antagonists of human neuropeptide S receptor cAMP signaling. 220,000 compounds, 1% hits. Potency, µM (series often up to 38.3 µM), for inactives: at the top dose activity change, negative = inhibition, actives largely listed as inhibitors. Q6W5P4. CHO-NPSR cells, cAMP TR-FRET, antagonist mode; note: potency is the fitted concentration of half-maximal effect; % is set by controls: 0 for no effect and ±100 for the full control effect; nearly all actives have a fitted effect of over 50% in size; many of its hits are not listed in these tables
Target sequence (Q6W5P4 whole entry, looked up): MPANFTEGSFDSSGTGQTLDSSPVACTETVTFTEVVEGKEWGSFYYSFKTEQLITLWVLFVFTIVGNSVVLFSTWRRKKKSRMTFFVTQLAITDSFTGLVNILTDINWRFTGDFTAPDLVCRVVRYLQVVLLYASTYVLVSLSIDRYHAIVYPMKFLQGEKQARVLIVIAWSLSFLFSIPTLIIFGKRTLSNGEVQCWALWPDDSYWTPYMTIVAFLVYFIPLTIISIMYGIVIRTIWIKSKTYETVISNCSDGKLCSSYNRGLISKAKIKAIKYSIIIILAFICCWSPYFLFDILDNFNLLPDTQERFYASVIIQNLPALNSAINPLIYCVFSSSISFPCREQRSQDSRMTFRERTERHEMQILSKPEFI
CBFb RUNX1 block = inhibitors of human CBF-beta and RUNX1 interaction; Potency, µM (highest dose often 59.8 µM), without a hit: at the highest dose activity, negative = inhibition, usual class: inhibitors; 230,000 tested, under 10 active; Q01196+Q13951; AID 1477; AlphaScreen CBFb-His/RUNX1-biotin binding, biochemical; note: % of control where 0% means no effect
Target sequence (Q01196 whole entry, looked up): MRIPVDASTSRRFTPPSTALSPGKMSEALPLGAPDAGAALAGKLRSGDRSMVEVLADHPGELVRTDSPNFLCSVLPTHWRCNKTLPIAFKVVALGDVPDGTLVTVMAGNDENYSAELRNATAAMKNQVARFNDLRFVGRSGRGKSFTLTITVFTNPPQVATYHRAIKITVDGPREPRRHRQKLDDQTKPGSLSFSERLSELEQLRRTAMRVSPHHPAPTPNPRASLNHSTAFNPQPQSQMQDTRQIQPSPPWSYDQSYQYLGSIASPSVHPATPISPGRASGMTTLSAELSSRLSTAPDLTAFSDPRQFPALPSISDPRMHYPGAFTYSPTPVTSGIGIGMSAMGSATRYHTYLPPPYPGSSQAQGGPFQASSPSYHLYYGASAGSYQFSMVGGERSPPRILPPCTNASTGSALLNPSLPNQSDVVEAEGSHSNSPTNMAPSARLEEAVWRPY
Target sequence (Q13951 whole entry, looked up): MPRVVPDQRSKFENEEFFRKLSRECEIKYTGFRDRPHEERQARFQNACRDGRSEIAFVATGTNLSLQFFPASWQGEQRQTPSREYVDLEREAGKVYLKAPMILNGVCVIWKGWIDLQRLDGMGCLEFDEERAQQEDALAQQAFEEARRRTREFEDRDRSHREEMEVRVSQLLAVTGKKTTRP
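CBF-beta (His) and RUNX1 (biotin), 30 nM each; 20 min preassociation; + compound, 15 min; + beads 50 ng each (Ni, streptavidin), 90 min; RT; AlphaScreen read.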
Lamin A splicing = changes lamin A minigene splicing in HeLa cells; Potency, µM (top dose mostly 46.1 µM), inactives show at the highest dose ratio change, negative = inhibition, hits mostly inhibitors; 200,000 compounds, 0.01% hits; HeLa LMNA splicing GFP/RFP minigene ratio, 48 h; active = well fitted inhibition curve with a large enough effect in the signal ratio, with a control signal flat, not every such curve was filed as active; inconclusive = small, poorly fitted or top-dose-only effect, or effect the other way, or a change in a side signal; the % refers to the signal ratio; note: potency is the fitted concentration of half-maximal effect; % is set by controls: 0 for no effect and ±100 for the full control effect
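S3 HeLa cells stably expressing lamin A-EGFP splicing minigene plus DsRed2, 600 cells/well, 48 h compound exposure at 37C. Laser-scanning cytometry; analysed as GFP (500-530 nm)/RFP (575-640 nm) total intensity ratio; 0.5% DMSO vehicle.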
IMPase Li inh = cell-permeable IMPase inhibitors with lithium potentiation. CHO-M1 cells, IP1 TR-FRET (IP-One), carbachol + lithium. Potency, µM (top dose mostly 59.4 µM), for inactives: at the top dose activity, negative = IMPase inhibition, actives largely listed as inhibitors. 210,000 compounds, 0.35% hits;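 note: IP1 builds up when IMPase is blocked and the TR-FRET signal falls; potency is the fitted concentration of half-maximal effect; plate controls were basal vehicle for no effect and high inhibitor control for full effect; nearly all actives have a fitted effect of over 50% in size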
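CHO cells stably expressing M1 receptor (2000/well, cultured 16–30 h) treated 30 min at 37C with compound plus low lithium. Cytosolic IP1 by TR-FRET (665/620 ratio and 620 channel) after 10 min lysis; AC50 by Hill fit.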
Active calls of the source: *; ? = inconclusive; / = no result given; & = joins results of further samples; [ ] = remark or other dose. Unless noted, calls come from the whole dose curve; as a rule, active = well fitted curve in the direction sought with a large enough effect; inconclusive = small, poorly fitted or top-dose-only effect, or another doubt; inactive = no such curve, though single readings can be large; an effect the other way counts as inactive or inconclusive. These rows are one share of the data, so the mix of outcomes need not match the whole.

SMILES	KinaseGlo FLuc	Epigenetic derep	HTT aggregate	NPSR antagonist	CBFb RUNX1 block	Lamin A splicing	IMPase Li inh
CCOC(=O)C1CCCN(C(=O)c2cn(C)c3ccc(S(=O)(=O)N(C)C)cc3c2=O)C1 (configuration not stated)	-1%	1.7%	-4%	2%[46.1 µM]	3%	-7%	-1%[38.3 µM]
CCN1CCc2c(sc(NC(=O)Nc3ccc(Cl)c(Cl)c3)c2C(N)=O)C1	-1%	?	11µM*	-14%	?	?	-8%
Cc1cc(C)n(CC2CC(=O)N(c3ccc(F)c(Cl)c3)C2=O)n1 (configuration not stated)	-5%	3.2%	10%	-16%[46.1 µM]	1%	-3%	-17%[38.3 µM]
CSCC(=O)NS(=O)(=O)c1ccc(C)cc1	-2%	-1.7%	14%	17%	15%[2.36 µM]	?	2%
C=CCn1c(CNC(=O)c2cccs2)nnc1SCC(=O)c1ccc(Br)cc1	4%	0.0%	1%	-16%[46.1 µM]	-3%	6%	0%[38.3 µM]
O=C(NN1CCOCC1)c1ccc(Cl)cc1	1%	1.1%	-2%	15%	0%	1%	-1%
CC(C)(C)c1ccccc1NC(=O)c1ccco1	-3%	-0.7%	-12%	-6%[46.1 µM]	3%	6%	-6%[38.3 µM]
COc1cc(NC(=O)COC(=O)CC(C)(C)C)c(C)cc1[N+](=O)[O-]	0%	0.0%	-18%	-13%	-4%	-5%	-1%
CC(C)NC(=O)/C(=C/c1ccco1)c1ccccc1	-6%	1.2%	14%	-9%[46.1 µM]	-1%	11%	-4%[38.3 µM]
O=C(C1CCCN(Cc2ccccc2)C1)N1CCCCC1 (configuration not stated)	0%	4.0%	-4%	-3%[46.1 µM]	-2%	2%	45%[activator][38.3 µM]
Cc1ccc(-n2cc(C(=O)O)c(=O)cc2C)c(C)c1	2%	-4.0%	2%	18%	8%	-6%[46 µM]	6%
O=C(NCCCN1CCOCC1)c1ccc(-c2ccc(Cl)cc2)o1	4%	0.0%	-5%[9.22 µM]	-22%	7%	/	-6%
COCCNC(=O)c1onc(CSc2ccc(F)c(F)c2)c1C(=O)O	6%	-2.1%	10%	0%[46.1 µM]	7%	18%	2%[38.3 µM]
CCOC(=O)C1=NOC(CNc2ncc(C(F)(F)F)cc2Cl)C1 (configuration not stated)	0%	0.0%	7%	0%	4%	/	6%
O=c1c2ccccc2nc2n1-c1ccccc1CCC2	-1%	-1.0%	-23%	-6%[46.1 µM]	1%	?	2%[38.3 µM]
CCC(C)NC(=O)CSc1n[nH]c(-c2cc(Cl)ccc2OC)n1 (configuration not stated)	-3%	1.1%	-10%	0%	1%	/	-4%
S=c1nc(-c2ccccc2)c(-c2ccccc2)n[nH]1	/	1.6%	-2%[9.22 µM]	-2%	3%	/	/
Cc1cc(N/N=C/c2ccc(O)cc2O)nc(N2CCOCC2)n1	/	2.1%	9%[9.22 µM]	9%	7%	/	/
COc1ccc(C(=O)N/C(=C\c2ccccc2)C(=O)NC(CCSC)C(=O)O)cc1 (configuration not stated)	/	-1.7%	-8%	-13%[46.1 µM]	10%	1%	/
CCNC(=S)N(CCc1c(C)[nH]c2ccc(C)cc12)Cc1cccs1	11%	-1.6%	?	-41%	-15%	?	6%
O=C(COC(=O)c1ccc2c(c1)OCCO2)Nc1cc(S(=O)(=O)N2CCOCC2)ccc1Cl	2%	-1.4%	20%	-12%	-1%	18%[46 µM]	4%
O=C(CN1CCN(Cc2ccccc2Cl)CC1)N/N=C/c1cccs1	/	1.3%	8%[9.22 µM]	51%	7%	/	/
O=[N+]([O-])c1ccccc1NC(=S)N/N=C/c1ccc(O)c(O)c1	2%	0.2%	?	-4%	?	/	22%
O=Cc1c(N2CCC3(CC2)OCCO3)nc2ccccn2c1=O	/	8.1%	-7%[9.22 µM]	8%	8%	/	/
Cc1nn(CCCC(=O)Nc2cc(Oc3ccccc3)cc([N+](=O)[O-])c2)c(C)c1[N+](=O)[O-]	/	-0.9%	?	-20%[46.1 µM]	-13%	?	/
O=C(COC(=O)CCc1ccc(S(=O)(=O)N2CCOCC2)cc1)NCc1ccccc1Cl	/	1.1%	12%	-3%	9%	/	-4%
Cc1cc(/C=C(\C#N)C(N)=O)c(C)n1-c1ccc(N2CCOCC2)c([N+](=O)[O-])c1	1%	-1.1%	-30%	-2%	-19%	?	17%
COc1ccc(S(=O)(=O)Nc2ccc(F)c(F)c2)cc1Cl	-3%	0.0%	?	-21%[46.1 µM]	22%	?	7%
COc1cc(C2C(C#N)=C(N)Oc3c2ccc2ccccc32)ccc1OCC(=O)Nc1ccccc1C (configuration not stated)	-1%	-2.2%	-2%	-22%[46.1 µM]	-7%	?	4%[38.3 µM]
Nc1cc(N)nc(SCC(=O)N2CCN(C(=O)c3ccco3)CC2)n1	-2%	-0.2%	18%	-5%[46.1 µM]	-1%	10%	12%[38.3 µM]
CC(=O)c1ccccc1N(C(=O)c1ccco1)C(C(=O)NC1CCCC1)c1ccc(N2CCOCC2)cc1 (configuration not stated)	2%	-1.3%	5%[9.22 µM]	10%	0%	/	7%
O=C(CC1NCCNC1=O)Nc1ccc2c(c1)OCCO2 (configuration not stated)	-4%	-1.5%	-2%	1%[46.1 µM]	-3%	13%	10%[38.3 µM]
O=C(Nc1cccnc1)c1ccccc1F	0%	-1.0%	-5%	6%[46.1 µM]	1%	4%	-10%[38.3 µM]
Cc1nc2cc(-c3ccccc3)nn2c(C)c1CCC(=O)NCc1ccco1	-4%	-4.6%	-1%	-35%[46.1 µM]	0%	6%	-23%[38.3 µM]
Cc1ccc(C)c(NC(=O)C2CC(O)CN2C(=O)OC(C)(C)C)c1 (configuration not stated)	4%	0.9%	9%	-9%[46.1 µM]	-1%	5%	-5%[38.3 µM]
CC(=O)Nc1ccc(N/C=C/C(=O)C(C)(C)C)cc1	-1%	1.1%	27%	-4%[46.1 µM]	2%	10%	25%[38.3 µM]
O=S(=O)(NCc1cccs1)c1cccc2cccnc12	-2%	-2.1%	17%	-8%[46.1 µM]	1%	5%	-5%[38.3 µM]
COc1ccc(Br)c(OC)c1C(=O)NC(=O)Nc1nc(C)cc(C)n1	/	-0.1%	8%[9.22 µM]	15%	2%	/	/
CN(C)c1nnnn1-c1cccc(Oc2ncc(C(F)(F)F)cc2Cl)c1	0%	1.1%	-19%	-9%	2%	/	3%
COC(=O)C1CCN(C(=O)Cc2ccc(OC)c(OC)c2)CC1	1%	-0.8%	7%	-8%[46.1 µM]	?	-1%	4%
O=C(NCc1ccccn1)c1c(O)c2cccc3c2n(c1=O)CC3	-1%	-1.2%	5%	-6%[46.1 µM]	1%	-1%	?
CCOC(=O)Cn1c(=NC(=O)C(C)C)sc2c(C)cc(C)cc21	/	-0.2%	3%[9.22 µM]	-29%	3%	/	/
CC(/C=N/N1CCN(c2ccccc2)CC1)=C\c1ccccc1	-17%	-0.3%	13%	0%[46.1 µM]	5%	-6%	-13%[38.3 µM]
O=[N+]([O-])c1ccccc1S(=O)(=O)Oc1ccc(/C=N/n2cnnc2)cc1	-1%	-0.9%	-6%	5%	-4%	7%	10%
COc1ccc(N/N=C(\C#N)C(=N)N2CCCCC2)cc1	/	0.0%	6%[9.22 µM]	34%	-21%	/	/
Cc1nc(N=C(N)N)nc2c(C)cccc12	/	1.3%	5%	23%	8%	/	-16%
Cc1ccc(C(=O)NN(CCC(=O)NC(C)(C)C)C2=NS(=O)(=O)c3ccccc32)cc1	1%	0.0%	24%	14%	3%	-2%	-5%
O=C(C[n+]1cccc(CNC(=O)c2ccc(OC(F)F)cc2)c1)Nc1cccc(C(F)(F)F)c1	-4%	-1.5%	?	13%	11%	-13%	-7%

Part of the list above in order of SMILES length, high to low:
SMILES	KinaseGlo FLuc	Epigenetic derep	HTT aggregate	NPSR antagonist	CBFb RUNX1 block	Lamin A splicing	IMPase Li inh
Cc1ccc(C(=O)NN(CCC(=O)NC(C)(C)C)C2=NS(=O)(=O)c3ccccc32)cc1	1%	0.0%	24%	14%	3%	-2%	-5%
CCNC(=S)N(CCc1c(C)[nH]c2ccc(C)cc12)Cc1cccs1	11%	-1.6%	?	-41%	-15%	?	6%
O=C(NCCCN1CCOCC1)c1ccc(-c2ccc(Cl)cc2)o1	4%	0.0%	-5%[9.22 µM]	-22%	7%	/	-6%

Later entries.
SMILES	KinaseGlo FLuc	Epigenetic derep	HTT aggregate	NPSR antagonist	CBFb RUNX1 block	Lamin A splicing	IMPase Li inh
CC(=O)c1ccc(NC(=S)N2CC(C)CC(C)C2)cc1 (configuration not stated)	1%	-1.2%	-7%	8%	3%	-20%	9%
O=C(Nc1ccccc1)C(=O)c1cn(CC(=O)N2CCCCC2)c2ccccc12	-1%	0.0%	2%	-27%[46.1 µM]	-4%	-14%	0%
COc1ccc(S(=O)(=O)N2CCCCC2C(=O)O)cc1OC (configuration not stated)	0%	0.8%	?	1%[46.1 µM]	2%	?	-5%[38.3 µM]
Cc1c(NC(=S)N/C(=N/S(=O)(=O)c2ccccc2)c2ccccc2)c(=O)n(-c2ccccc2)n1C	/	1.0%	10%[9.22 µM]	7%	7%	/	/
Oc1ccccc1N1CCN(c2nc(-c3cccs3)nc3ccccc23)CC1	/	-1.7%	-29%[9.22 µM]	-57%	-3%	/	/
CC(C)NC(=S)Nc1ccc(S(=O)(=O)Nc2ncccn2)cc1	-1%	-0.9%	4%	8%	7%	2%	10%
O=C(/C(C=Nc1cccc(C(F)(F)F)c1)=C(/O)c1ccco1)C(F)(F)F	-5%	-0.9%	-7%	-14%	-7%	?	15%
O=C(CNc1cccc2ccccc12)N/N=C/c1ccc([N+](=O)[O-])cc1	3%	4.0%	4%	-6%	-3%	-1%	0%
COc1cc(C(=O)OCCCN2CCCN(CCCOC(=O)c3cc(OC)c(OC)c(OC)c3)CC2)cc(OC)c1OC	-7%	-0.1%	-7%	-14%[46.1 µM]	18%	?	32%&21%&31%&12%[activator]
CCOc1cc(CN2CCSCC2)ccc1O	2%	-1.6%	3%	-4%[46.1 µM]	16%	-12%	9%[38.3 µM]
O=C(CCN1C(=O)c2cccnc2C1=O)NC1CCCCCC1	1%	-1.1%	-1%	10%[46.1 µM]	-2%	-10%	5%
CN1CCN(S(=O)(=O)c2ccc(N3CCc4ccccc4C3)nc2)CC1	3%	3.9%	?	-3%	1%	/	-14%
Cc1cc(NC(=O)Cn2nc(C)c([N+](=O)[O-])c2C)no1	5%	-5.1%	-11%	13%	11%	7%[46 µM]	14%
